# Assay outcomes: PubChem, Sanford-Burnham Center for Chemical Genomics
# UBC13 polyUb – UBC13 polyubiquitin chain formation inhibitors, primary screen, biochemical, TR-FRET, uHTS; Ubiquitin-conjugating enzyme E2 N (Homo sapiens), P61088; inhibition, % at 20 µM; 330,000 compounds, 0.47% hits; AID 485273, 2010; in the data active means inhibition above about 45%, passing the limit was not always enough
# Target sequence (P61088 whole entry, looked up): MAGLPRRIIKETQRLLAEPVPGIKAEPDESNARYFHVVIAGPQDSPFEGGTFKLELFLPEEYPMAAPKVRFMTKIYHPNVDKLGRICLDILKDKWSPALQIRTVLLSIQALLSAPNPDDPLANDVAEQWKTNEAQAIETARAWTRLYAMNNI
# 697 NFkB inh – inhibitors of PMA/ionomycin-induced NF-kB reporter, 697 cells, primary screen, B-cell NF-kB inhibitor project, cell-based, luminescence, uHTS. 697 B-cell NF-kB luciferase reporter, 16 h. inhibition, % at 4 µM. 330,000 compounds, 0.33% hits; in the data active means inhibition above about 35%
# CCR6 antagonist – CCR6 receptor antagonists, primary screen, cell-based, CHO-K1, luminescence, beta-arrestin, uHTS; C-C chemokine receptor type 6 (Homo sapiens), P51684; CHO-K1 CCR6 PathHunter beta-arrestin, CCL20-stimulated; inhibition, % at 20 µM; 340,000 compounds, 0.49% hits; AID 493098, 2011;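 active means compounds whose inhibition of the agonist-driven luminescence signal at 20 µM reaches about 50%, limit read from the data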;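 further: cells stimulated with CCL20 at 14 nM final; plate controls were DMSO with CCL20 for no effect and DMSO without agonist for full effect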
# Jurkat NFkB inh – inhibitors of induced NF-kB luciferase reporter, primary screen, TCR NF-kB activation inhibitor project, cell-based, luminescence, uHTS. Jurkat, PMA/ionomycin-induced NF-kB luciferase reporter. inhibition, % at 4 µM. 330,000 compounds, 0.53% hits
# Apaf-1 inh – inhibitors of human Apaf-1 apoptosome, primary screen, biochemical, DEVD-Rh110 fluorescence, uHTS; Apoptotic protease-activating factor 1 (Homo sapiens), O14727; reconstituted apoptosome caspase-3 activity; inhibition, % at 20 µM; 330,000 compounds, 0.71% hits; AID 489030, 2010; active means inhibition of at least 40% at 20 µM;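 further: plate controls were DMSO wells for no effect and DEVD-CHO caspase inhibitor wells for full effect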
#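 Material: reconstituted apoptosome with Apaf-1, cytochrome c, caspase-9, procaspase-3, dATP. Technique: Rh110 fluorescence intensity. Buffer or medium: pH 7.5 Hepes buffer with CHAPS, BSA, DTT. Times: 30 min plus 50 min, RT.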
# SENP8 block – SENP8 protease inhibitors, primary screen, biochemical, luminescence. 330,000 compounds, 1.2% hits. purified SENP8, Z-RLRGG-aminoluciferin cleavage. Sentrin-specific protease 8 (Homo sapiens), Q96LD8. AID 2540, 2010. inhibition, % at 10 µM
# Target sequence (Q96LD8 whole entry, looked up): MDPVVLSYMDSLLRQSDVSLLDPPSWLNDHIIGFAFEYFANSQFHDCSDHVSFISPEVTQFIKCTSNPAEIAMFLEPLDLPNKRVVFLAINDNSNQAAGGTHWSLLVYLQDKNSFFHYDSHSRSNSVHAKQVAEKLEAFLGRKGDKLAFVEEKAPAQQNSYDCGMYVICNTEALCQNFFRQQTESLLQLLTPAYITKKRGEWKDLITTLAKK
# Gli-Sufu antag – Gli-Sufu pathway antagonists, primary screen, luciferase luminescence, Sufu-KO-LIGHT cells, uHTS. Sufu-KO-LIGHT fibroblasts, Gli luciferase reporter luminescence. inhibition, % at 5 µM. 340,000 compounds, 0.74% hits;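 active means inhibition above about 55%, limit read from the data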;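 further: 0% = DMSO-treated cells and 100% = wells with medium but no cells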
# EBI2 antag – EBI2 receptor antagonists, beta-arrestin recruitment, primary screen, cell-based, luminescence, 7a,25-OHC stimulation, uHTS; 360,000 compounds, 0.81% hits; 7a,25-OHC stimulated; inhibition, % at 5 µM; in the data active means inhibition above about 38%;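 further: enzyme fragment complementation signal reports receptor beta-arrestin coupling in cells; 0% = agonist plus DMSO wells and 100% = wells without agonist; some results beyond the cut were filed as inactive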
# Target sequence (P32249 whole entry, looked up, the tested form may be a part): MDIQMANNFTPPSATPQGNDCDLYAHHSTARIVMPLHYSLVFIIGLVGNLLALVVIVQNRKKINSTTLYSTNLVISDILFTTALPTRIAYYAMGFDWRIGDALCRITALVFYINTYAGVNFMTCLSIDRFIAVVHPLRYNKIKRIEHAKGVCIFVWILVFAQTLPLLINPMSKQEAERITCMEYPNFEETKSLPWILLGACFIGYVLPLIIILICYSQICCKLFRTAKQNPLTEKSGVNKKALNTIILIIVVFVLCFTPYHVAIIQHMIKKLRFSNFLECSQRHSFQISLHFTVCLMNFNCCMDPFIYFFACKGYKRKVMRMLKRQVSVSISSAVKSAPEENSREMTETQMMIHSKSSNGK
# * hit, by the source's call; · = no result given. Unless noted, no stated cut-off is given here; in the data, active means inhibition above about 50%; inactive means the rest. A portion of the library; rates above refer to the full screens.
SMILES,UBC13 polyUb,697 NFkB inh,CCR6 antagonist,Jurkat NFkB inh,Apaf-1 inh,SENP8 block,Gli-Sufu antag,EBI2 antag
Cc1cc(C)c(C)c(S(=O)(=O)N2CCC(C(=O)N3CC(C)CC(C)C3)CC2)c1C (stereo unspecified),1,-1,7,30,21,-9,6,6
Cc1ccc(/C=N/NC(=O)C(NC(=O)c2ccccc2)c2n[nH]c(=O)c3ccccc23)cc1 (stereo unspecified),6,7,11,-3,18,-2,7,8
Cc1cc(C)c(C)c(OCCOCCN2CCN(C)CC2)c1,-6,1,7,5,-1,-12,1,2
CC#CC(=O)N1CCC(C(=O)Nc2ccc(Oc3ccccc3)nc2)CC1,0,-51,-10,-45,9,-4,-8,15
Cc1cc(NC(=O)/C=C/C(=O)N(CC(=O)NC2CCCC2)c2cccc3ccccc23)no1,-8,21,-3,-2,15,7,1,-13
COc1ccc(NC(C)=O)cc1NS(=O)(=O)c1ccc2c(c1)OCCO2,2,16,9,-6,1,-1,-6,-7
Nc1nsnc1C(=O)NCCO,2,1,-17,10,-9,-5,-3,-5
CCC1CCCCN1C(=O)c1ccc(OC2CCN(C(=O)C3CC3)CC2)cc1 (stereo unspecified),0,-21,-2,11,-7,7,17,2
O=C(Nc1cccc(-c2cscn2)c1)C1CCN(Cc2ccccn2)CC1,-1,-20,-6,7,5,-10,7,-6
COC(=O)c1cc(OC)c(OC)c(OC)c1N,10,17,-13,-1,-6,-6,0,-3
COc1ccc(C(=O)N2CCN(C)C(=O)[C@@H]2C)cc1OC1CCN(C(C)=O)CC1,-3,5,4,0,3,3,3,-9
COc1ccc(Br)cc1/C=C/C(=O)OCC(=O)NCCc1ccc(S(N)(=O)=O)cc1,-1,6,12,2,7,0,1,1
O=C(O)c1cc(NS(=O)(=O)c2ccc(NC3CCCCC3)c([N+](=O)[O-])c2)cc(C(=O)O)c1,-15,0,21,2,4,-9,-3,10
O=[N+]([O-])c1ccc(N/N=C/c2c[nH]c3ccccc23)c(S(=O)(=O)Nc2ccc(Cl)cc2)c1,-187,-19,46,-23,8,-4,1,27
CC(=O)c1c(C)[nH]c(C(=O)COC(=O)Cc2ccccc2F)c1C,2,-18,5,5,-11,2,·,4
COC(=O)C1CCN(C(=O)Cc2ccccc2OC)CC1,-4,4,4,-9,5,-11,-6,-5
Cc1ccc(NC(=O)CN(C)Cc2ccc(Cl)cc2)cc1,-3,2,17,17,8,5,-2,-8
CC(C)C(Nc1ncnc2c1oc1ccccc12)C(=O)O (stereo unspecified),-7,9,0,-1,-8,8,-4,1
c1ccc2c(c1)CCN(c1nc3ccccc3n3cnnc13)C2,6,-7,11,-7,35,-14,-25,-18
CC(C)(C)NC(=O)NC(=O)CN1CCN(S(=O)(=O)c2ccc3c(c2)CCCC3)CC1,-2,1,4,-9,23,0,-15,2
CCn1nc(CC(=O)Nc2nnc(CC(=O)N3CCCCC3)s2)c2ccccc2c1=O,-3,-6,-1,-1,2,2,-22,-3
C=CCOc1cccc(C2C(C(=O)c3ccc(C)o3)=C(O)C(=O)N2c2nnc(C)s2)c1 (stereo unspecified),-31,-11,·,-3,-8,-2,·,-1
CCOc1ccc(/C=N/NC(=O)c2cc(-c3ccco3)nc3ccccc23)cc1,6,-7,12,2,3,5,-17,12
CC(C)(C)n1ncc2c(=O)n(CC(=O)NCc3ccccc3)cnc21,-8,-213,-7,-47,0,-4,3,-1
COC(=O)c1ccc(Cn2c(O)c(N=O)c3ccccc32)o1,9,-15,6,17,-6,-8,-4,-4
O=C(O)C1CCCCC1C(=O)NCCc1c[nH]c2ccccc12 (stereo unspecified),0,18,-12,-10,2,-7,3,-20
COc1cccc(CNc2ccc3c(c2)nc(C)n3C)c1OC,0,-32,1,-28,1,-7,-5,-6
COCCCNc1nc2ccccc2nc1NS(=O)(=O)c1cccs1,-21,7,7,6,3,-10,1,2
N#CCC(CNc1ncc(C(F)(F)F)cc1Cl)OC(=O)c1cccc(C(F)(F)F)c1 (stereo unspecified),6,5,13,60*,1,-1,21,-2
COCCNC(=S)Nc1ccccc1[N+](=O)[O-],6,13,2,-1,-3,-6,6,-3
CCCCN(C(=O)c1cc(Cl)nc2ccccc12)c1c(N)n(Cc2ccccc2)c(=O)[nH]c1=O,-4,6,1,16,0,6,-4,-7
Cc1cc(C)c(C(=O)C(C)OC(=O)Cn2cnc3c2c(=O)n(C)c(=O)n3C)cc1C (stereo unspecified),-9,-24,6,-16,-1,5,-1,1
C/C(=N\OCc1ccc(C#N)cc1)c1cc2ccccc2o1,2,21,8,3,-16,0,16,9
O=C(NCc1ccco1)c1noc2c1CCCCC2,-6,-5,-7,-10,-8,-13,-26,-19
O=C(COC(=O)C1CCN(S(=O)(=O)c2cccs2)CC1)Nc1ccc(F)c(F)c1F,2,2,2,9,-5,12,-5,-10
Cc1cc(C)c2c3c(oc2n1)C(=O)N(c1cccc(Cl)c1)CC(=O)N3,7,28,8,12,-16,8,7,3
c1coc(CNC2C3CC4CC(C3)CC2C4)c1 (stereo unspecified),3,2,1,-3,2,-15,4,2
CCOC(=O)c1[nH]c(C)c(C(=O)N2CCN(c3ccccc3OC)CC2)c1C,-2,-7,1,3,-15,-2,8,-14
CCc1noc(C)c1C(=O)N1CCN(S(=O)(=O)c2cc(C)ccc2C)CC1,3,13,18,10,12,1,3,-9
CC1=C(C(=O)Nc2ccccc2)C(c2ccccc2)N2C(=O)CSC2=N1 (stereo unspecified),4,1,4,-9,6,-3,-1,18

# Results in Jurkat NFkB inh, Gli-Sufu antag and Apaf-1 inh, for five of the compounds above:
structure	Jurkat NFkB inh	Gli-Sufu antag	Apaf-1 inh
CCOC(=O)c1[nH]c(C)c(C(=O)N2CCN(c3ccccc3OC)CC2)c1C	3	8	-15
Cc1cc(C)c(C(=O)C(C)OC(=O)Cn2cnc3c2c(=O)n(C)c(=O)n3C)cc1C (stereo unspecified)	-16	-1	-1
CCCCN(C(=O)c1cc(Cl)nc2ccccc12)c1c(N)n(Cc2ccccc2)c(=O)[nH]c1=O	16	-4	0
Cc1cc(C)c2c3c(oc2n1)C(=O)N(c1cccc(Cl)c1)CC(=O)N3	12	7	-16
O=C(COC(=O)C1CCN(S(=O)(=O)c2cccs2)CC1)Nc1ccc(F)c(F)c1F	9	-5	-5

# Remaining list, next part
SMILES,UBC13 polyUb,697 NFkB inh,CCR6 antagonist,Jurkat NFkB inh,Apaf-1 inh,SENP8 block,Gli-Sufu antag,EBI2 antag
CC(CCc1ccccc1)NC(=O)CN1CCOc2ccccc21 (stereo unspecified),11,5,-7,-3,10,0,8,5
Cc1cc(NC(=O)COC(=O)c2ccccc2S(=O)(=O)N(C)c2ccccc2)no1,-7,-88,11,-83,-15,-9,0,-1
CC[C@]12c3[nH]c4ccccc4c3CCN1C(=O)C(CC(=O)NCc1ccc(OC)c(OC)c1)C[C@@H]2C(=O)N1CCN(C(=O)C2CC2)CC1 (stereo partly specified),-1,-18,3,-6,-7,1,-4,-10
CCOC(=O)c1ccc(NC(=O)NCc2ccccc2OC)cc1,5,5,4,3,-2,-4,-2,7
Cc1ccc(SCc2ccc(C(=O)Nc3nccs3)o2)cc1,3,-37,4,-7,20,-6,-40,0
CCCCOc1nc(N2CCOCC2)nc(C)c1[N+](=O)[O-],-2,-2,5,5,5,5,-1,7
COc1cc(/C=N/NC(=S)Nc2cccc(C(=O)O)c2)ccc1O,1,38*,8,54*,2,-3,-9,1
CC1(C)C2CCC1(CS(=O)(=O)NCc1ccc(S(N)(=O)=O)cc1)C(=O)C2 (stereo unspecified),0,1,12,3,-2,-3,20,12
CSc1ncc(Cl)c(C(=O)Nc2ccccc2Cl)n1,2,2,9,0,-2,-2,-2,-5
O=C(COc1ccc(Cl)cc1)N1CCN(S(=O)(=O)c2ccc(Cl)cc2)CC1,3,-8,10,4,4,-2,3,89*
O=C(NCc1ccccc1)c1ccc(-c2ccccc2F)o1,2,-108,13,-83,7,-6,-61,-2
Cc1cnc(C(=O)Nc2ccc(C)c(S(=O)(=O)N3CCCCC3)c2)cn1,-12,16,19,3,2,-9,0,4
COc1ccc(C(=O)N(C)Cc2ccon2)cc1OC1CCN(C(C)C)CC1,-1,6,-19,15,-11,8,6,9
O=C(NCCCNC(=O)c1ccccn1)c1ccc(Cl)cc1,1,18,6,2,-3,-1,·,3
CCN1C(=O)N[C@@H](CCc2ccccc2)C(C(C)=O)=C1C,-10,10,3,11,8,-6,-4,1
C/C(=N\OCC(=O)OC(C)C(=O)Nc1ccc(C(N)=O)cc1)c1ccc2c(c1)OCO2 (stereo unspecified),-2,-5,8,-10,8,-11,-5,8
CCOC(=O)C1CCCN(C(=O)c2cn(C)c(=O)c3cc(OC)c(OC)cc23)C1 (stereo unspecified),1,-2,10,11,-3,-2,23,-1
C=CCN(c1ccc(C(=O)Nc2cccc(C)c2)cc1)S(C)(=O)=O,6,6,7,1,4,3,-9,17
COc1ccc(N/C=C/C(=O)c2ccc(C)cc2)c([N+](=O)[O-])c1,-43,-191,22,-179,-1,12,-83,16
Cn1nnc2c[n+](CC(=O)c3ccc4ccccc4c3)cc(Br)c21,-13,-4,-3,-1,10,1,8,66*
CC(C)(C)NC(=O)/C(=C\C=C\c1ccccc1)NC(=O)c1ccc([N+](=O)[O-])cc1,-20,15,-11,-1,2,0,16,6
O=C(CN1CCN(c2ccccn2)CC1)Nc1nc2ccccc2s1,3,-18,19,-8,-9,0,-5,2
C[C@H](CO)N1C[C@H](C)[C@@H](CN(C)S(=O)(=O)c2ccccc2)Oc2ccc(NC(=O)Nc3ccccc3)cc2C1=O,9,3,-5,0,10,-2,-5,-1
CCOC(=O)c1cnn(-c2nc(OC)cc(OC)n2)c1C(F)(F)F,3,-6,7,3,9,14,9,-3
C[C@H](NC(=O)c1nc[nH]c1C(=O)N[C@@H](C)c1ccccc1)c1ccccc1,14,13,3,0,14,0,17,-15
O=C(NC(=S)Nc1ccccn1)c1cncc(Br)c1,9,-13,-1,-10,-13,-15,-30,-12
S=C(NCc1ccncc1)Nc1cccc(Cl)c1,9,-10,-6,7,7,4,2,-13
Cn1nc(-c2ccccc2F)c2cc(C(=O)Nc3ccc4c(c3)OCCO4)sc21,2,13,5,-5,10,0,23,6
CCN1CCN(C(=O)c2ccc3c(=O)n(CCC4=CCCCC4)c(=O)[nH]c3c2)CC1,6,-18,-4,-6,16,-2,-2,-1
CCC(C)N1CCN(S(=O)(=O)c2ccc(NC(C)=O)cc2)CC1 (stereo unspecified),-9,16,5,9,1,-6,-9,-6
Cc1nnc(N/N=C/c2ccccc2O)n1N,-32,4,-10,-10,10,-7,0,-15
COc1ccc2c(c1)CCc1c(C(=O)NCc3ccco3)noc1-2,3,-50,-6,-54,-5,-14,-68,4
COCC(=O)Nc1c(C(=O)Nc2ccccc2OC)oc2ccccc12,28,18,7,0,-5,5,-10,10
Cc1nn(CC(=O)NCCC2=CCCCC2)c(C)c1[N+](=O)[O-],5,20,15,6,6,-2,-3,6
CCC1(N(C(C)=O)c2ccc(OC)cc2)C(=O)c2ccccc2C1=O,-14,-20,-14,-2,-5,5,-10,11
CSCCC(NC(=O)c1ccco1)C(=O)N1CCC(C(N)=O)CC1 (stereo unspecified),22,4,-4,-3,15,-2,0,-4
CCCCNC(=O)CN(c1cccc(F)c1)S(C)(=O)=O,8,16,0,5,-6,3,-23,-1

# 3 of the compounds above, as tab-separated lines:
Molecule	UBC13 polyUb	697 NFkB inh	CCR6 antagonist	Jurkat NFkB inh	Apaf-1 inh	SENP8 block	Gli-Sufu antag	EBI2 antag
Cc1nnc(N/N=C/c2ccccc2O)n1N	-32	4	-10	-10	10	-7	0	-15
COc1ccc2c(c1)CCc1c(C(=O)NCc3ccco3)noc1-2	3	-50	-6	-54	-5	-14	-68	4
COCC(=O)Nc1c(C(=O)Nc2ccccc2OC)oc2ccccc12	28	18	7	0	-5	5	-10	10
